# Assay outcomes deposited in PubChem by several laboratories.
# EBNA-1 inhibitor – blocks EBNA-1 binding to DNA | EBNA-1 DNA binding, fluorescence polarization | inhibition, % at 14.8 µM | 300,000 compounds, 0.34% hits | AID 1950; in the data active = inhibition above about 28%
# ZTA DNA inh – ZTA (EBV) inhibition in EBNA-1 counter-screen. P03206. ZTA-DNA binding, fluorescence polarization. inhibition, % at 11 µM. 320,000 compounds, 0.15% hits. AID 2234; in the data active = inhibition above about 33%
# Target sequence (P03206 whole entry, looked up): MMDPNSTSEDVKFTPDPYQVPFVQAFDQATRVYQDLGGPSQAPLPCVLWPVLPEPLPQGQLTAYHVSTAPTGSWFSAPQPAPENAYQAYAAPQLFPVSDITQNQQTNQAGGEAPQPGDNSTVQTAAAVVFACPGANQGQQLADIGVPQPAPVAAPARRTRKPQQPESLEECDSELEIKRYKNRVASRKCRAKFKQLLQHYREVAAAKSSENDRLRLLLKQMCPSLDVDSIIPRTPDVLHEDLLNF
# TPT1 inhibitor – blocks Candida albicans tRNA 2'-phosphotransferase; inhibition, % at 5 µM; recombinant caTPT1, FP RNA substrate dephosphorylation; 300,000 compounds, 0.81% hits; AID 1962;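 active = inhibition above the mean of all tested compounds plus 3 SD, set per screening campaign, cut at about 24% in these data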;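 note: plate controls were DMSO alone for no effect and ferristatin control at 100 nM for full effect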
# PP1 inh – PP1-alpha (human) inhibition in PP5 counter-screen; P62136; purified PP1alpha, OMFP fluorescence; inhibition, % at 6.7 µM; 320,000 compounds, 0.9% hits;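 active = inhibition above the mean inhibition of all tested compounds plus 3 SD, computed separately for each screening campaign, cut at about 15% in these data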
# Target sequence (P62136 whole entry, looked up): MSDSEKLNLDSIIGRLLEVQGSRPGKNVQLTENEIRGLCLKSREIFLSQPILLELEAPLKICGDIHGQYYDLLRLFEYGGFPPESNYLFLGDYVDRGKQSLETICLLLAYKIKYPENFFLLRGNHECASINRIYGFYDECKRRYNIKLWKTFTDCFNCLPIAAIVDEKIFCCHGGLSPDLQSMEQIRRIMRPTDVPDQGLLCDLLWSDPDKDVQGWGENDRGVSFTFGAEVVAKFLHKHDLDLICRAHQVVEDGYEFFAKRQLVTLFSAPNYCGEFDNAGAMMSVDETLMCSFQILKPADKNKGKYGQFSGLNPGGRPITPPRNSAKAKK
# Yeast superoxide – lowers age-related superoxide in aged yeast cells; S. cerevisiae aged cells, superoxide DHE fluorescence; hits give low values; superoxide response (% of plate mean), % at 10 µM; 330,000 compounds, 0.18% hits; AID 2690;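 active = superoxide response under a set limit, about three screen SD below normal, cut at about 65% in these data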;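 note: yeast aged for seven days with compound at 30 °C before DHE staining; 100% = average MFI of all compound-treated wells on the plate with controls excluded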
# JMJD2C inh – blocks human GASC-1 demethylase activity | GST-JMJD2C(1-420) H3K9me3 demethylation, DELFIA europium | inhibition, % at 2.35 µM | 330,000 compounds, 0.069% hits | AID 2099;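 active = more than half of a compound's replicate wells show inhibition beyond 50%, single wells judged on their own value; inconclusive = some, but no more than half, of replicates pass 50% inhibition; inactive = no replicate passes 50% inhibition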;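 note: signal counts dimethyl H3K9 product captured on neutravidin plate; 0% = median of DMSO wells and 100% = 0.3 times that DMSO median; strong numbers were not always called active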
# Target sequence (Q9H3R0 1-420 limits assumed): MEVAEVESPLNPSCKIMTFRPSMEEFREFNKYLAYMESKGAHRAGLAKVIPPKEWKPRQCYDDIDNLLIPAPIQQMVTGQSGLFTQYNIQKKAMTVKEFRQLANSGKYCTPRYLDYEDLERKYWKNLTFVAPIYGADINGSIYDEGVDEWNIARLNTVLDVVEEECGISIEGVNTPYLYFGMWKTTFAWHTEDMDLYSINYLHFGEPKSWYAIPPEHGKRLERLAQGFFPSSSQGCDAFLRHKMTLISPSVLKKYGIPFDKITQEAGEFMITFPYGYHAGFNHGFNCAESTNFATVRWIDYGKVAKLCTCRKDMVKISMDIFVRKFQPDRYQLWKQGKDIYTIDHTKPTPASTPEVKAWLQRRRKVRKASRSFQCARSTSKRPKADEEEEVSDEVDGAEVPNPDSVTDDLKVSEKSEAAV
# core dimer inh – blocks dimerization of HCV core protein | TR-FRET GST/Flag-core106 dimerization, 1536-well | inhibition, % at 5 µM | 300,000 compounds, 0.33% hits | AID 1899;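 active = inhibition above the mean of all tested compounds plus 3 SD, set per screening campaign, cut at about 45% in these data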
#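 test system = GST/Flag-tagged HCV core106 proteins | probe or stimulus = Eu donor and XL665 acceptor anti-tag antibodies | times = compound-protein-antibody incubation 4 h at 22.5 °C | signal = TR-FRET, excitation 340 nm, emission 617 and 671 nm | measure = percent inhibition of core106 dimerization signal | controls = wells lacking GST-core106 and wells with excess unlabelled core106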
# PP5 inh – inhibitors of human protein phosphatase 5 (PP5); P53041; purified PP5c, OMFP substrate fluorescence; inhibition, % at 6.7 µM; 320,000 compounds, 0.18% hits; AID 1987;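 active = inhibition above the campaign's mean inhibition across all tested compounds plus 3 SD, cut at about 9.5% in these data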;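 note: 0% = DMSO only and 100% = 100 µM cantharidin control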
# Fh CTSL1 inh – cathepsin L1 inhibition, PFM18AAP counter-screen | 300,000 compounds, 0.49% hits | inhibition, % at 5.96 µM | recombinant F. hepatica cathepsin L1, Z-Leu-Arg-MCA fluorescence | AID 1906;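 active = inhibition above the mean of all tested compounds plus 3 SD, set per screening campaign, cut at about 17% in these data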;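 note: 0% = plate median of test compound wells and 100% = 1 µM Z-Phe-Ala-diazomethylketone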
# Numbers without * were called inactive; ? = inconclusive; · = not tested or not shown. An unsorted share of the library; overall some 3.1% were active at least once.
SMILES,EBNA-1 inhibitor,ZTA DNA inh,TPT1 inhibitor,PP1 inh,Yeast superoxide,JMJD2C inh,core dimer inh,PP5 inh,Fh CTSL1 inh
CCN1/C(=C/C=C/c2oc3ccc(-c4ccccc4)cc3[n+]2CC)Oc2ccc(-c3ccccc3)cc21,4.9,19.8,-10.7,10.6,293.1,8.4,0.9,-49.0,-1.4
CC(C)(C)c1cc(NC(=O)c2ccco2)n(-c2ccccc2)n1,4.2,7.3,-7.8,-0.3,97.0,-0.8,-0.6,0.6,-1.5
Cc1cc(C)n2nc(CNS(=O)(=O)c3ccc([N+](=O)[O-])cc3)nc2n1,-8.7,0.7,1.3,0.1,122.5,6.8,-5.1,-1.3,-2.6
COc1cc([N+](=O)[O-])cc(/C=N/NC(=O)c2cncc(Br)c2)c1O,7.9,2.7,42.4*,10.1,94.6,13.2,-5.0,0.4,4.7
COc1cccc(NC(=O)COC(=O)Cn2c(C)csc2=O)c1,·,0.6,·,-2.3,81.3,4.1,·,1.3,·
COc1ccc(C(=O)NC2CCN(C(=S)NCCc3ccccc3)CC2)cc1,3.0,8.9,-1.7,-0.9,97.7,3.6,1.1,0.9,1.8
Cc1cccc(C)c1NC(=O)N1CCC(c2nc3ccccc3o2)CC1,6.1,15.5,1.1,-3.6,78.6,-4.1,5.0,0.5,2.3
CCc1nc2ccc(C(=O)NCCc3ccc(OC)c(OC)c3)cc2nc1CC,1.3,0.4,-0.3,-0.6,91.8,2.4,-2.0,0.0,-0.2
CC(C)CNC(=O)CN(C)S(=O)(=O)c1ccc(F)cc1,1.2,-1.6,-5.6,4.0,74.0,2.1,-11.0,3.4,0.9
COc1ccc(CNC(=O)C[C@H]2C(=O)N(Cc3ccccc3)C[C@@H]2Cc2ccccc2)cc1,10.3,8.0,-1.7,-3.3,98.8,-2.3,14.8,0.5,3.0
O=c1[nH]c(Nc2ccc3c(c2)OCCO3)nnc1Cc1ccc(Cl)cc1,-11.0,-11.9,-3.1,1.7,99.5,0.9,-6.5,1.4,3.2
O=Cc1ccc(OCC(=O)NCC2CCCO2)cc1 (configuration not stated),-1.5,-9.1,-1.3,-2.2,103.7,4.7,0.2,-0.5,3.7
COc1cc(C(=O)Nc2ccc(C)cc2C(NCC(=O)NN)c2ccccc2)cc(OC)c1OC (configuration not stated),-2.9,-11.8,-1.7,2.3,88.8,-4.5,8.2,0.7,-0.9
O=C(NCc1cccc(Br)c1)C1CC(c2ccccc2[N+](=O)[O-])=NO1 (configuration not stated),0.7,-2.3,-3.9,-0.3,92.9,-5.2,-8.5,3.2,-5.6
CCn1c(SCC(=O)NCc2ccccc2)nc2nc3c(cc2c1=O)CCCC3,-1.9,0.5,4.8,-2.5,114.5,23.2,4.9,1.2,1.1
O=C1CCNCCN1[C@H](CO)c1ccccc1,8.0,7.7,0.5,-4.4,97.7,-8.7,-15.3,-1.0,-4.8
O=c1[nH]c(C2CCN(S(=O)(=O)c3ccc([N+](=O)[O-])cc3)CC2)nc2c1nnn2Cc1ccccc1,-3.9,5.4,-5.1,-0.8,94.8,11.6,20.8,-0.6,3.7
c1cnn(-c2cc(N3CCOCC3)ncn2)c1,-1.9,9.2,3.5,4.4,83.5,1.1,-1.5,1.2,-3.4
CC1CCCCN1S(=O)(=O)c1ccc2c(c1)CCN2C(=O)C1CCC1 (configuration not stated),-15.3,-8.8,-4.0,1.0,118.8,-3.6,12.7,3.2,-1.2
O=C(CSc1cn(CCNC(=O)c2ccccc2F)c2ccccc12)NCC1CCCO1 (configuration not stated),-13.9,0.9,0.1,-1.2,114.9,3.4,1.3,2.5,-3.7
Cc1ccc(-n2nc3c(=O)n(CCCC(=O)NCCc4ccccc4)nc(C)c3c2C)cc1,-15.4,10.2,4.2,-0.7,96.4,11.5,-4.1,0.5,2.6
Cc1nc(=O)c(-c2ccccc2)c(C)n1-c1ccc(C(=O)O)cc1,-6.8,-5.2,-1.3,2.5,108.3,4.0,2.4,3.0,6.0
COC(=O)CC1C(=O)NCCN1C(=S)Nc1ccc(F)cc1 (configuration not stated),-5.8,-15.2,-2.7,-3.6,111.2,0.5,0.6,1.4,-3.6
O=C(C1CCN(S(=O)(=O)Cc2ccccc2)CC1)N1CCCc2ccccc21,14.4,23.4,-4.3,1.1,98.2,-2.6,-6.8,-0.3,2.2
COc1cccc2cc(C(=O)N3CCCCC3C)c(=O)oc12 (configuration not stated),7.9,3.9,-3.5,-0.7,101.9,9.6,-3.3,-2.9,0.4
CC12CCC(C(=O)Nc3nccs3)(OC1=O)C2(C)C (configuration not stated),-11.5,3.7,1.1,2.0,104.2,-3.6,-4.5,-0.3,2.3
COc1ccc(S(=O)(=O)N2CCOC2CNC(=O)C(=O)NCc2ccncc2)cc1C (configuration not stated),11.8,-24.7,-3.4,2.2,109.3,6.0,-10.3,1.4,-2.3
Cc1nnc(NC(=O)c2c(-c3ccccc3Cl)noc2C)s1,5.7,-14.3,-3.5,-1.8,94.2,-10.0,-4.0,3.4,-2.2
N#Cc1cccc(S(=O)(=O)Nc2c(NC3CCCCC3)c3ccccc3oc2=O)c1,-5.0,-1.0,-0.6,-1.1,95.8,-15.0,16.0,3.5,4.2
Cc1nnc(CN(C)C(=O)CC2C(=O)NCCN2Cc2ccccc2C)o1 (configuration not stated),12.7,7.3,-2.0,-4.1,120.2,5.1,3.5,-1.3,-0.5
CC(=O)NC(CC(=O)Nc1nc(-c2ccc(N(C)S(C)(=O)=O)cc2)cs1)c1ccccc1 (configuration not stated),-1.8,-14.9,-2.1,0.0,92.8,-10.5,-12.0,3.4,3.1
O=C(NCCc1c[nH]c2ccccc12)C(=O)NCC(c1ccco1)N1CCN(c2ccc(F)cc2)CC1 (configuration not stated),25.5,-10.2,-2.6,2.9,109.9,-5.1,3.9,2.3,1.2
COC(=O)c1cc(-c2ccc(F)cc2)n(-c2ccccc2)n1,-8.2,-11.8,-2.3,3.2,97.0,0.2,2.9,2.5,2.6
Cc1cccc(OC2(c3ccccc3)OC(=O)c3ccccc32)c1C (configuration not stated),1.1,-1.5,3.4,-2.1,88.5,7.6,0.7,1.2,-4.7
O=C(COc1ccccc1F)Nc1ccc(S(=O)(=O)N2CCCC2)cc1,·,-6.1,·,-1.8,124.5,4.3,·,1.7,·
COc1ccc(NC(=S)NCCc2ccc(Cl)cc2)c(OC)c1,8.6,13.3,-1.2,-1.3,88.8,-1.1,7.9,2.6,-2.7
O=S(=O)(c1ccccc1)c1nc(Cc2ccccc2)oc1N1CCOCC1,-10.7,0.9,-2.3,0.9,115.0,-1.7,0.6,1.2,1.3
CN(c1ccc(C(=O)N2CCN(Cc3ccccc3)CC2)cc1)S(=O)(=O)c1ccccc1,-2.8,-9.7,1.4,3.6,102.4,-7.2,8.6,1.5,2.3
O=C(COc1cc(=O)n2c(n1)SCCC2)c1ccccc1,-6.5,-18.6,-2.1,-4.6,115.9,-28.0,-0.4,5.4,1.3
CC(=O)N1CCN(S(=O)(=O)c2ccc3c(c2)CCC(=O)N3)CC1,·,6.1,·,-6.9,86.7,2.8,·,0.7,·
COc1cc(SC)ccc1C(=O)N(CC(=O)Nc1ccccc1Br)Cc1ccco1,-3.8,-3.6,-0.6,0.4,97.7,0.1,3.0,-0.1,11.2
COc1ccc(CC2SC(N)=NC2=O)cc1 (configuration not stated),19.6,-5.7,0.4,-0.9,101.1,8.6,2.1,-0.5,0.9
CCOC(=O)c1cc2c(ccn2C)n1CC(=O)N1CCCC(C)C1 (configuration not stated),11.9,18.6,-4.2,0.0,104.0,?,1.4,-0.5,-3.2
NC(=O)c1ccccc1NC(=O)c1ccoc1,9.6,-3.4,-0.1,-1.7,98.6,4.2,-7.8,3.5,-3.2
CCOc1ccc(NC(=O)N2CCC(n3nnc4cc(C)ccc43)CC2)cc1,-7.4,-11.3,-0.4,0.9,101.7,0.7,-10.0,-3.2,0.9
COc1ccc(NC(=O)CN2C(=O)CSC(C)C2=O)c(OC)c1 (configuration not stated),4.6,5.8,-2.3,-4.8,87.5,-10.3,7.2,0.7,-2.5
CCN1CCN(C(=S)c2ccc(OCC(=O)N3CCOCC3)cc2)CC1,9.4,-7.1,0.3,0.1,89.2,3.5,-1.4,1.4,-1.7
O=C(NC1CCCCC1)N1CCCC(c2nc3ccccc3[nH]2)C1 (configuration not stated),20.4,6.5,-0.3,-5.6,115.3,20.1,-2.2,-2.1,-4.1
Cc1nc(C(=O)NNC(=O)c2ccc(Cl)cc2)cs1,3.2,10.1,-2.2,1.7,94.0,8.2,6.1,3.5,1.9
O=C(NC(NC(=S)Nc1c(Cl)cccc1Cl)C(Cl)(Cl)Cl)c1cccc([N+](=O)[O-])c1 (configuration not stated),6.8,12.2,-0.3,6.3,100.5,0.8,8.2,0.3,-5.0
Cc1cccc(NC(=O)c2nc[nH]c2C(=O)N[C@@H](CC(C)C)C(=O)OCc2ccccc2)c1,10.4,-7.3,-2.6,5.7,63.3*,5.2,0.9,8.1,3.0
CC1(C)Cc2c(cnn2-c2ccc(F)cc2)C(NC(=O)CN2CCCC2=O)C1 (configuration not stated),-5.8,0.7,-0.6,-1.8,93.4,-9.3,-3.0,2.0,0.8
COc1cccc(-c2cc(C(=O)N3CCCc4ccccc43)no2)c1,-0.7,-5.0,0.9,2.7,81.3,4.8,1.9,1.8,3.9
Cc1csc(=O)n1CCC(=O)OCC(=O)Nc1ncc(Cl)cc1Cl,-3.2,-8.0,1.0,-3.0,103.3,3.0,3.4,0.6,-8.9
CCN(CC(=O)Nc1ccc(NC(C)=O)cc1)C(=O)c1ccc(NC2CC2)c([N+](=O)[O-])c1,14.8,-9.0,-3.1,1.4,93.8,4.5,-10.1,1.5,-3.8
CCOC(=O)c1cncc(C#CCO)c1,-11.5,0.5,0.1,-0.6,103.3,-10.6,-3.3,0.8,2.7
Cc1cc(NC(=O)CSc2ccc3c(c2)OCCO3)no1,-7.7,-13.4,-2.1,-3.1,97.4,7.1,5.4,3.2,-4.2
CS(=O)(=O)OCCCCOS(C)(=O)=O,-0.8,5.4,1.5,-2.6,102.6,-37.6,-0.2,3.4,-0.5
O=CN1CCN(CC(O)Cn2c3ccccc3c3ccccc32)CC1 (configuration not stated),-3.7,5.7,-1.6,-8.1,104.9,-2.5,5.9,-2.4,-3.8
CCc1cnccc1CCC(=O)Nc1ccccc1C,8.2,-6.8,-3.4,-2.5,98.3,0.0,-5.9,1.1,1.2
O=C(NCCOc1ccc(Cl)cc1)c1ccc2c(c1)OCCO2,·,-5.0,·,-1.8,122.0,-17.8,·,2.8,·

# Exported with bars between the fields: part of the list above
compound | EBNA-1 inhibitor | ZTA DNA inh | TPT1 inhibitor | PP1 inh | Yeast superoxide | JMJD2C inh | core dimer inh | PP5 inh | Fh CTSL1 inh
CS(=O)(=O)OCCCCOS(C)(=O)=O | -0.8 | 5.4 | 1.5 | -2.6 | 102.6 | -37.6 | -0.2 | 3.4 | -0.5
O=CN1CCN(CC(O)Cn2c3ccccc3c3ccccc32)CC1 (configuration not stated) | -3.7 | 5.7 | -1.6 | -8.1 | 104.9 | -2.5 | 5.9 | -2.4 | -3.8
CCc1cnccc1CCC(=O)Nc1ccccc1C | 8.2 | -6.8 | -3.4 | -2.5 | 98.3 | 0.0 | -5.9 | 1.1 | 1.2
O=C(NCCOc1ccc(Cl)cc1)c1ccc2c(c1)OCCO2 | · | -5.0 | · | -1.8 | 122.0 | -17.8 | · | 2.8 | ·
